Abeta yeast res – restores growth of yeast expressing A-beta42 peptide | Potency, µM (titrated, usually from 46.1 µM), without a hit: at the highest dose growth rescue, actives largely listed as activators | AID 1347071 | actives 0.063% (n = 410,000) | yeast expressing A-beta42, growth rescue, OD600, 48 h; response scale: 0% DMSO, 100% iron-clioquinol control; also: potency is read from the fitted curve at half-maximal effect; nearly all actives have a fitted effect of over 55% in size
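Growth rescue measured by 600 nm absorbance after 48 h yeast culture at 30 C with compound. Values normalized between DMSO and an equimolar ferric chloride plus clioquinol control.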
EPAC2 antagonist – blocks human EPAC2 exchange factor | Potency, µM (series often up to 114 µM), inactives show at the top dose activity, negative = inhibition, actives largely listed as inhibitors | Q8WZA2 | actives 0.18% (n = 360,000) | EPAC2 GEF exchange of Rap1B-BODIPY-GDP, fluorescence | AID 720708; also: potency is read from the fitted curve at half-maximal effect; % is scaled to controls: 0 for no effect and ±100 for the full control effect; nearly all actives have a fitted effect of over 45% in size; many of its hits are not listed in these tables
Target sequence (Q8WZA2 whole entry, looked up): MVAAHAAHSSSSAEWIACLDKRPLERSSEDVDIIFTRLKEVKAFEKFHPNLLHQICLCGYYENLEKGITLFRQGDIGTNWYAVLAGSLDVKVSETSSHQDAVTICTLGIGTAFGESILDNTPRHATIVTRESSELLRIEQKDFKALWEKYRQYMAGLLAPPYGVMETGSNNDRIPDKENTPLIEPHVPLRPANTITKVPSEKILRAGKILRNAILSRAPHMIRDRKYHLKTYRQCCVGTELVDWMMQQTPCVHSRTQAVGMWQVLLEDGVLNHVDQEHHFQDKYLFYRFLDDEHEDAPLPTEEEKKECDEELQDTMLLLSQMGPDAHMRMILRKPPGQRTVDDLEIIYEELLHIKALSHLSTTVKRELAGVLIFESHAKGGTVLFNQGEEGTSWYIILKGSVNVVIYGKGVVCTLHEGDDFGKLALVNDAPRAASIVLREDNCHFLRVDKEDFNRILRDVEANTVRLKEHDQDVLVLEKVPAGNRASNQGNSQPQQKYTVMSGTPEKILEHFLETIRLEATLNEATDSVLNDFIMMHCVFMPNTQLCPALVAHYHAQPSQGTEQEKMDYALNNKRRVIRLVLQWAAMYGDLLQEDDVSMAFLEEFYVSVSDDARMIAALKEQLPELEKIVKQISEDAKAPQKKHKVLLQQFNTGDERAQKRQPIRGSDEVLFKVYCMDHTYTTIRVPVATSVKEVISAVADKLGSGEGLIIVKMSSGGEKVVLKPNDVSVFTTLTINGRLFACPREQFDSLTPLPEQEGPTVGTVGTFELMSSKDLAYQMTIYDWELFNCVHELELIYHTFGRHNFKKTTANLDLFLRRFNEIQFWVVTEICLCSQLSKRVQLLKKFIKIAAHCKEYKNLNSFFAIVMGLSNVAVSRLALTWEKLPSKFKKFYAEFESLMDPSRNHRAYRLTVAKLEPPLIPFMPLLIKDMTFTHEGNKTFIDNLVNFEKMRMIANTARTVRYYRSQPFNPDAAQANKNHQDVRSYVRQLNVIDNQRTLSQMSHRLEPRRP
FUS yeast rescue – suppressors of FUS proteinopathy in yeast; Potency, µM (doses to about 76.6 µM), for the others: at the highest dose growth rescue (activation), usual class: activators; actives 0.24% (n = 390,000); S. cerevisiae FUS-expressing, growth rescue, OD600, 24 h;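 also: potency is read from the fitted curve at half-maximal effect; plate controls were DMSO vehicle for no effect and reference control for full effect; nearly all actives have a fitted effect of over 55% in size; some results filed as inactive show a strong effect at the top dose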
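Quantitative HTS measuring growth restoration of FUS-toxic yeast. Galactose-induced cells (OD 0.005) were exposed 24hr at 30C to compounds at several concentrations, then absorbance at 600 nm was recorded.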
aSyn yeast inh – rescues yeast growth from alpha-synuclein toxicity; Potency, µM (highest dose often 46.1 µM), for the others: at the top dose growth rescue (activation), hits mostly activators; Yeast expressing alpha-synuclein, growth rescue, BacTiter-Glo, 24 h; actives 0.14% (n = 370,000); also: potency is read from the fitted curve at half-maximal effect; % of control where 0% means no effect; nearly all actives have a fitted effect of over 65% in size
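Rescue of yeast growth: cells expressing toxic alpha-synuclein, induced in galactose at OD600 0.02, incubated with compound 24 h at 30 C. ATP luminescence quantified growth; inhibitors of toxicity appear as activators.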
EPAC2 agonist – agonists of human EPAC2 (RAPGEF4). actives 0.079% (n = 360,000). EPAC2 activation, biochemical qHTS; response scale: 100% = 6.5 mM cAMP response. Potency, µM (series often up to 154 µM), inactives show top-dose activation, actives largely listed as activators. Q8WZA2; also: potency is read from the fitted curve at half-maximal effect; nearly all actives have a fitted effect of over 50% in size
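qHTS, titration series. 100 nM EPAC2 / 250 nM Rap1B-BODIPY-GDP / 50 uM GDP; RT; ex 480/em 540 nm, 5-min reads to 30 min. Norm. to 6.5 mM cAMP = activation.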
D3 ag – D3 dopamine receptor (human) agonism. AID 652048. D3R DiscoveRx beta-arrestin cells, luminescence, 90 min. max activation, %. actives 0.58% (n = 410,000). P35462; in the data active = max activation above about 30%; also: 0% is about no effect; mostly tested at two doses, the higher about 12 µM
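Cells at 1500/well, incubated overnight, then treated with pinned compounds (dopamine as control) for 90 min at 37 degrees C. DiscoveRx reagent added for 30 - 60 minutes at room temperature; luminescence read.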
D3 antag – blocks the human D3 dopamine receptor; D3R cells, DiscoveRx beta-arrestin luminescence, antagonist mode; hits give low values; P35462; actives 2.5% (n = 360,000); max response, negative = inhibition, %; AID 652054; in the data active = max response below about -50%; inconclusive = no clear call, values can overlap the other calls; also: % is scaled to controls: 0 for no effect and ±100 for the full control effect; mostly tested at two doses, the higher about 12 µM
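Cells expressing the human receptor were seeded at 1500 cells/well, incubated overnight at 37 degrees C in 5% CO2, then exposed to library compounds with dopamine controls for 90 minutes at 37 degrees C before luminescent detection.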
TDP43 rescue – rescues yeast growth from TDP-43 toxicity; TDP-43 expressing yeast growth rescue, BacTiter-Glo, 24 h; Potency, µM (doses to about 46.1 µM), without a hit: at the highest dose growth rescue (activation), hits mostly activators; actives 1.8% (n = 410,000); also: potency is read from the fitted curve at half-maximal effect; % of control where 0% means no effect; nearly all actives have a fitted effect of over 50% in size
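Cell-based yeast growth screen: TDP-43 expression induced in galactose, inoculum OD600=0.02 after raffinose pregrowth to mid-log. Read-out BacTiter-Glo luminescence at 24 hr, 30 deg C; inhibition of toxicity seen as signal increase.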
Numbers without * were called inactive. Unless noted, calls follow the shape of the dose curve; as a rule, active = well fitted curve in the direction sought with a large enough effect; inconclusive = small, poorly fitted or top-dose-only effect, or another doubt; inactive = no such curve, though single readings can be large; an effect the other way counts as inactive or inconclusive. These rows are one share of the data; count on the stated rates, not on these rows.

Results for Cc1ccc(-c2csc3nnc(SCC(=O)NCc4ccc5c(c4)OCO5)n23)cc1 ?
Abeta yeast res: 6%; EPAC2 antagonist: 9%; FUS yeast rescue: 31%; aSyn yeast inh: 9%; EPAC2 agonist: 8%; D3 ag: -2; D3 antag: 5; TDP43 rescue: -12%

Results for O=C(O)c1ccc(/C=N/Nc2nnnn2-c2ccccc2)cc1 ?
Abeta yeast res: -1%; EPAC2 antagonist: 18%; FUS yeast rescue: 6%; aSyn yeast inh: 4%; EPAC2 agonist: 9%; D3 ag: -11; D3 antag: 14; TDP43 rescue: 1%

How did Cc1ccc(C2C(=O)N(C3CCCCCC3)CC(=O)N2CCC2=CCCCC2)cc1 (stereo not given) do in these assays?
Abeta yeast res: -2%; FUS yeast rescue: 14%; D3 ag: -11; TDP43 rescue: -8%

Results for CN(C)CCCn1c2c(c(SCC(=O)Nc3ccc4c(c3)OCCO4)nc1=O)CCC2 ?
Abeta yeast res: 1%; EPAC2 antagonist: 0%; aSyn yeast inh: 3%; EPAC2 agonist: -1%; D3 ag: -2; D3 antag: 14; TDP43 rescue: 23%

Results for COc1cc(C(=O)NCCC(c2ccccc2)c2ccccc2)cc(OC)c1OC ?
Abeta yeast res: 14%; EPAC2 antagonist: -20%; FUS yeast rescue: 27%; aSyn yeast inh: 8%; EPAC2 agonist: 8%; D3 ag: -13; D3 antag: -11; TDP43 rescue: 17%

Results for Cc1ccc(CNc2oc(-c3ccco3)nc2C#N)cc1 ?
Abeta yeast res: 16%; EPAC2 antagonist: -10%; FUS yeast rescue: 13%; aSyn yeast inh: 12%; EPAC2 agonist: 7%; D3 ag: -2; D3 antag: 5; TDP43 rescue: inconclusive

How did CCCn1c(=N)n(CC(=O)c2ccco2)c2ccccc21 do in these assays?
Abeta yeast res: -5%; EPAC2 antagonist: 6%; FUS yeast rescue: 21%; aSyn yeast inh: -6%; EPAC2 agonist: 5%; D3 ag: -5; D3 antag: -15; TDP43 rescue: -16%

What do the screens show for `Cc1cccc(N(C)S(=O)(=O)c2cc3[nH]c(=O)c(=O)[nH]c3cc2C)c1`?
Abeta yeast res: -11%; FUS yeast rescue: -9%; D3 ag: 6; TDP43 rescue: 10%

What do the screens show for `CCOC(=O)C1CCCN(Cc2cn(C)nc2-c2ccc3c(c2)OCCO3)C1` (stereo not given)?
Abeta yeast res: -2%; EPAC2 antagonist: 2%; FUS yeast rescue: -35%; aSyn yeast inh: 4%; EPAC2 agonist: 6%; D3 ag: -2; D3 antag: 0; TDP43 rescue: 14%

Results for Nc1ccc2c(c1)nnn2-c1ccccc1 ?
Abeta yeast res: -15%; EPAC2 antagonist: 2%; FUS yeast rescue: 19%; aSyn yeast inh: 2%; EPAC2 agonist: 3%; D3 ag: 2; D3 antag: -22; TDP43 rescue: -27%

What do the screens show for `Cc1ccc(N2CC(C(=O)NCCc3ccc(S(N)(=O)=O)cc3)CC2=O)cc1` (stereo not given)?
Abeta yeast res: 2%; EPAC2 antagonist: 0%; FUS yeast rescue: -9%; aSyn yeast inh: 1%; EPAC2 agonist: 5%; D3 ag: 9; D3 antag: 4; TDP43 rescue: -14%

What do the screens show for `CC(C)C[C@H]1CNC(=O)C(=O)N1C[C@H]1CCCN1C[C@H](CC(C)C)N1C[C@H](CC(C)C)N(CCc2ccccc2)C(=O)C1=O`?
Abeta yeast res: -5%; EPAC2 antagonist: -10%; FUS yeast rescue: 11%; aSyn yeast inh: -10%; EPAC2 agonist: 0%; D3 ag: -7; D3 antag: 0; TDP43 rescue: 8%

What do the screens show for `COc1ccc(S(=O)(=O)N2CC3CCCN3c3ccc(C(F)(F)F)cc32)cc1` (stereo not given)?
Abeta yeast res: inconclusive; EPAC2 antagonist: -4%; FUS yeast rescue: 11%; aSyn yeast inh: 0%; EPAC2 agonist: 4%; D3 ag: -3; D3 antag: 5; TDP43 rescue: 1%

What do the screens show for `Cc1ccc(F)cc1C(=O)N1CCCCC1c1cc(C(=O)NC(C)C)no1` (stereo not given)?
Abeta yeast res: -10%; EPAC2 antagonist: -10%; FUS yeast rescue: -8%; aSyn yeast inh: 5%; EPAC2 agonist: 4%; D3 ag: 4; D3 antag: 55; TDP43 rescue: 0%

What do the screens show for `Cc1ccccc1C(=O)N1CCC(C(=O)Nc2ccc(F)cc2)CC1`?
Abeta yeast res: -11%; EPAC2 antagonist: 13%; FUS yeast rescue: 0%; aSyn yeast inh: 1%; EPAC2 agonist: -3%; D3 ag: -5; D3 antag: -17; TDP43 rescue: 9%

What do the screens show for `Cc1ccc(S(=O)(=O)CCc2nnc(NC(=O)c3cnccn3)s2)cc1`?
Abeta yeast res: -11%; EPAC2 antagonist: 6%; FUS yeast rescue: 4%; aSyn yeast inh: -3%; EPAC2 agonist: 7%; D3 ag: -8; D3 antag: 0; TDP43 rescue: 0%

How did CC1CCCN(S(=O)(=O)c2ccc3c(c2)c(=O)nc2ccc(Cl)cn23)C1 (stereo not given) do in these assays?
Abeta yeast res: -2%; EPAC2 antagonist: -6%; FUS yeast rescue: -21%; aSyn yeast inh: -2%; EPAC2 agonist: -14%; D3 ag: 0; D3 antag: 3; TDP43 rescue: -1%

What do the screens show for `Cc1cccc(NC(=O)c2cnn(C)c2)c1C`?
Abeta yeast res: -4%; EPAC2 antagonist: 8%; aSyn yeast inh: -6%; EPAC2 agonist: 11%; D3 ag: 3; D3 antag: -13; TDP43 rescue: 16%

How did CCN(c1ccc(NC(=O)COC(=O)c2ccc(S(=O)(=O)N3CCCC3)cc2)cc1)C(C)C do in these assays?
Abeta yeast res: -1%; EPAC2 antagonist: 10%; FUS yeast rescue: 18%; aSyn yeast inh: -13%; EPAC2 agonist: -17%; D3 ag: -4; D3 antag: 5; TDP43 rescue: -19%

How did CC(C)CC(NS(=O)(=O)c1ccc2c(c1)oc(=O)n2C)C(=O)NCc1cccnc1 (stereo not given) do in these assays?
Abeta yeast res: 9%; EPAC2 antagonist: -3%; FUS yeast rescue: -24%; aSyn yeast inh: -1%; EPAC2 agonist: 18%; D3 ag: 3; D3 antag: 10; TDP43 rescue: 26%

How did CCOc1ccc(CCNC(=O)C2CCN(S(=O)(=O)N3CCOCC3)CC2)cc1OCC do in these assays?
Abeta yeast res: 6%; EPAC2 antagonist: 12%; FUS yeast rescue: 15%; aSyn yeast inh: -3%; EPAC2 agonist: 2%; D3 ag: 7; D3 antag: 2; TDP43 rescue: 2%

Results for CCOC(=O)c1ccc(-n2c(-c3ccco3)nc3ccccc3c2=O)cc1 ?
Abeta yeast res: -2%; EPAC2 antagonist: 5%; FUS yeast rescue: 3%; aSyn yeast inh: 9%; EPAC2 agonist: 1%; D3 ag: -2; D3 antag: 33; TDP43 rescue: 13%

What do the screens show for `O=[N+]([O-])c1ccccc1OCCNCc1ccccc1`?
Abeta yeast res: -5%; EPAC2 antagonist: -4%; FUS yeast rescue: -23%; aSyn yeast inh: 0%; EPAC2 agonist: -2%; D3 ag: 25; D3 antag: -86*; TDP43 rescue: -4%

How did CCn1cc(C(=O)NCCCOC)c(=O)c2cc(S(=O)(=O)N3CCC(C)CC3)ccc21 do in these assays?
Abeta yeast res: 6%; EPAC2 antagonist: -10%; FUS yeast rescue: 25%; aSyn yeast inh: -1%; EPAC2 agonist: 2%; D3 ag: -4; D3 antag: 3; TDP43 rescue: -10%

Results for NC(c1ccccc1)c1cccnc1 (stereo not given) ?
Abeta yeast res: -7%; EPAC2 antagonist: 3%; FUS yeast rescue: 27%; aSyn yeast inh: 3%; EPAC2 agonist: 0%; D3 ag: 12; D3 antag: -13; TDP43 rescue: -7%

Results for CC[C@@H]1C/C=C\Cc2ccccc2[C@@H](C(=O)C[C@H](O)CC(C)=O)OC1=O ?
Abeta yeast res: 1%; EPAC2 antagonist: 6%; FUS yeast rescue: 3%; aSyn yeast inh: 2%; EPAC2 agonist: 0%; D3 ag: 15; D3 antag: 24; TDP43 rescue: 25%

How did COc1ccc(C(=O)C2CCCN(C(=O)c3cc(C)on3)C2)cc1F (stereo not given) do in these assays?
Abeta yeast res: -19%; EPAC2 antagonist: 3%; FUS yeast rescue: -4%; aSyn yeast inh: 0%; EPAC2 agonist: 4%; D3 ag: 1; D3 antag: -1; TDP43 rescue: -7%

What do the screens show for `COc1cc(C(=O)Nc2ccc(NC(C)=O)cc2)ccc1OCc1ccccc1`?
Abeta yeast res: 6%; EPAC2 antagonist: -16%; FUS yeast rescue: 12%; aSyn yeast inh: -3%; EPAC2 agonist: 5%; D3 ag: -17; D3 antag: 0

Results for CN1C(=O)[C@H]2[C@@H](/C=C/c3ccccc3)N3C(=O)CN(Cc4ccccc4)C(=O)[C@@]3(C)[C@H]2C1=O ?
Abeta yeast res: -7%; EPAC2 antagonist: 2%; FUS yeast rescue: 7%; aSyn yeast inh: 0%; EPAC2 agonist: -14%; D3 ag: -19; D3 antag: -18; TDP43 rescue: -1%

Results for C#CCOc1ccc(/C=C2/C(=O)N(c3cccc(C(=O)O)c3)N=C2C)cc1OC ?
Abeta yeast res: 5%; EPAC2 antagonist: -11%; FUS yeast rescue: inconclusive; aSyn yeast inh: -8%; EPAC2 agonist: 4%; D3 ag: -10; D3 antag: inconclusive
